Bioassay records (PubChem BioAssay)
MEX-5 binding = MEX-5 zinc finger RNA-binding disruptors – biochemical, C. elegans, fluorescence polarization, MLPCN library, primary screen; 300,000 compounds, 0.38% hits; activity score (negative = inhibition of binding), % at 10 µM; Zinc finger protein mex-5 (Caenorhabditis elegans), Q9XUB2; MEX-5/FITC-TCR2 RNA binding; stronger effect = lower value; AID 1832, 2009;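 active = inhibition past about -25% in most replicates, and total fluorescence under double the plate's negative control median, limit read from the data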;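 also: 0% = DMSO and -100% = 5 µM competing unlabeled TCR2 RNA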
Target sequence (Q9XUB2 whole entry, looked up): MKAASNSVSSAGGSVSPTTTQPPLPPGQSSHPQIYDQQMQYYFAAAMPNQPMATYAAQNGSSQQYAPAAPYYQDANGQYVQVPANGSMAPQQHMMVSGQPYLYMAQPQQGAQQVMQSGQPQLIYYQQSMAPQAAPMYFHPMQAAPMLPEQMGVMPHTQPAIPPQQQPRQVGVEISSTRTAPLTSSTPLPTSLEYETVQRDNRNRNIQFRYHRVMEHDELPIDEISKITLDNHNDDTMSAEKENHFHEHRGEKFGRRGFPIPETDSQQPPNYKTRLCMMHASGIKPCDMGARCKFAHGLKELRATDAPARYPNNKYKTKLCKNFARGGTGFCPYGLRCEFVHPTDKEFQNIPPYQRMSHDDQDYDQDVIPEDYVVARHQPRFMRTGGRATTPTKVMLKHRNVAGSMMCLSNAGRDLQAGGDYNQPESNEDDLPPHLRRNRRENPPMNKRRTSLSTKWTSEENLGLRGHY
EBNA-1 inh = EBNA-1 DNA-binding inhibitors, primary screen, biochemical, fluorescence polarization. inhibition, % at 14.8 µM. 300,000 compounds, 0.34% hits. AID 1950, 2009; in the data active = inhibition above about 28%
Efflux pump inh = inhibitors of Candida efflux pumps in yeast, primary screen, S. cerevisiae, Nile Red, multiplex. S. cerevisiae Candida pump triplex. inhibition, % at 10 µM. 330,000 compounds, 0.44% hits;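 active = plate passing quality check with inhibition over a set limit, or well fluorescence over plate mean plus 4 SD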;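 also: Nile Red retained in pooled yeast measured as flow cytometry median fluorescence; 0% = buffer negative control and 100% = Enniatin B positive control; higher means more Nile Red kept so more efflux inhibition; some compounds called inactive have numbers as strong as hits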
ZTA DNA inh = counter-screen for EBNA-1 inhibitors: inhibitors of Epstein-Barr virus ZTA; P03206; ZTA-DNA binding, fluorescence polarization; inhibition, % at 11 µM; 320,000 compounds, 0.15% hits; AID 2234; in the data active = inhibition above about 33%
Target sequence (P03206 whole entry, looked up): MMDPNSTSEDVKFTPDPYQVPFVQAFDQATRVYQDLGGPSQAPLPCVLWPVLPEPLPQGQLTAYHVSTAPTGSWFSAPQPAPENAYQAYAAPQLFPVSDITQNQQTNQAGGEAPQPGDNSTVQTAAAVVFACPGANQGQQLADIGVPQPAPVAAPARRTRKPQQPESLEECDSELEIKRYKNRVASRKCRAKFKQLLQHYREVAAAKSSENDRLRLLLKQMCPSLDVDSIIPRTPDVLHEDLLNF
CR mimetic SO = reduction of superoxide in aged yeast, primary screen, HTS; S. cerevisiae aged cells, superoxide DHE fluorescence; stronger effect = lower value; superoxide response (% of plate mean), % at 10 µM; 330,000 compounds, 0.18% hits;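 active = superoxide response under a set limit, about three screen SD below normal, cut at about 65% in these data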;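 also: yeast aged for seven days with compound at 30 °C before DHE staining; 100% = average MFI of all compound-treated wells on the plate with controls excluded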
Fam108B counter = mouse Fam108B serine hydrolase inhibitors, primary screen, counter-screen for RBBP9 inhibitor project, biochemical, fluorescence polarization. recombinant Fam108B, FP-Rh probe fluorescence polarization. inhibition, % at 9.51 µM. 300,000 compounds, 0.33% hits. AID 1947, 2009;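 active = inhibition above the screen mean inhibition plus 3 SD, computed separately per campaign, cut at about 18% in these data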;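 also: inhibitors lower polarization as less probe binds the enzyme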
MCL1 BIM primary = inhibitors of MCL1 binding to BIM-BH3, primary screen, biochemical, fluorescence polarization; AID 2057, 2009; 320,000 compounds, 0.68% hits; Induced myeloid leukemia cell differentiation protein Mcl-1 (Homo sapiens), Q07820; GST-MCL1 / FITC-Bim-BH3 fluorescence polarization; inhibition, % at 10.9 µM;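 active = inhibition above the mean inhibition of all tested compounds plus 3 SD, set per campaign, cut at about 40% in these data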;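 also: 0% = DMSO wells and 100% = unlabeled Bim-BH3 peptide control; higher means more loss of mP so more displacement of Bim peptide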
Bcl-xL primary = inhibitors of human Bcl-xL, primary screen, biochemical, fluorescence polarization, HTS; Bcl-2-like protein 1 (Homo sapiens), Q07817; GST-Bcl-xL / FITC-Bim BH3 peptide fluorescence polarization; inhibition, % at 10.9 µM; 320,000 compounds, 0.7% hits;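 active = inhibition above the mean of all tested compounds plus 3 SD, cutoff set per campaign, cut at about 30% in these data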;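 also: 0% = DMSO wells and 100% = unlabeled Bim-BH3 peptide competitor; inhibitors lower millipolarization by displacing the labeled peptide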
Target sequence (Q07817 whole entry, looked up): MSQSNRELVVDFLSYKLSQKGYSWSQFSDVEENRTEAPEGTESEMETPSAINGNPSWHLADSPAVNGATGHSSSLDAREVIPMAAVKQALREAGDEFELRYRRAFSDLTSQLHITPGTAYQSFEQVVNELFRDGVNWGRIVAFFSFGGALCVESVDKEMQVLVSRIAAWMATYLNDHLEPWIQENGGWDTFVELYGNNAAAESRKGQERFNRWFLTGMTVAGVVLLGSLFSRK
GLD-1 RNA inh = GLD-1/TGE RNA complex disruptors, primary screen, biochemical, fluorescence polarization | Female germline-specific tumor suppressor gld-1 (Caenorhabditis elegans), Q17339 | purified GLD-1 + fluorescein TGE RNA | inhibition, % at 5.96 µM | 320,000 compounds, 0.44% hits;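 active = percent inhibition above a per-plate cutoff, the plate mean of test compounds plus 3 SD, cut at about 30% in these data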;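 also: 0% = DMSO wells with GLD-1 and probe and 100% = wells lacking GLD-1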
Active calls of the source: *; x = not tested or not shown. An unsorted share of the library. About 2.3% of those tested had a hit in this group.

SMILES	MEX-5 binding	EBNA-1 inh	Efflux pump inh	ZTA DNA inh	CR mimetic SO	Fam108B counter	MCL1 BIM primary	Bcl-xL primary	GLD-1 RNA inh
COc1cccc(NS(=O)(=O)c2cc(C)ccc2OC)c1	0.6	0	0.0	1	101	5	8	-1	-4
COCCNC(=O)COc1ccc(C)cc1C(=O)c1cc(C#N)c(=O)n(C2CC2)c1	0.1	-9	0.1	-4	88	-5	2	4	-5
O=C(NCCN1C(=O)S/C(=C\c2cccnc2)C1=O)c1ccc(S(=O)(=O)N2CCCC2)cc1	2.9	-9	-0.1	-12	104	-2	-3	-10	5
COc1ccc(OC)c(Cc2nnc(CCC(=O)NCc3nc4ccccc4s3)o2)c1	-2.1	-1	0.3	4	105	-6	-10	-8	-2
CCOc1ccc(NC(=O)Nc2nc(SCC)ns2)cc1	-1.5	1	-0.1	-7	83	0	9	4	6
Cc1ccc(NS(=O)(=O)c2ccc3c(c2)NC(=O)CO3)cc1	1.0	-14	0.0	-4	110	-1	-6	0	-1
Cc1ccc(-c2nnc3c4ccccc4c(C)nn23)cc1S(=O)(=O)N1CCN(C)CC1	x	4	-0.1	10	103	0	6	-1	1
O=C(O)c1ccc(COc2c(F)c(F)c(F)c(F)c2F)o1	-2.4	-4	-0.1	-6	117	2	11	4	5
CCc1noc(C)c1C(=O)N1CCN(S(=O)(=O)c2ccc(Cl)s2)CC1	1.4	2	-0.1	-1	103	0	-5	0	4
Cc1ccc2nc(C)c3c(c2c1)N(c1ccc(F)cc1)CC3	2.7	-15	0.0	-9	92	-1	4	1	5
C=CCN(c1ccccc1OC)S(=O)(=O)c1cccc(C(=O)OCC(=O)c2c[nH]c3ccccc23)c1	-3.3	8	0.0	-1	116	-47	-9	0	9
COc1cc2c(cc1OC)CN(C(=O)C(C)(C)C)CC2	0.1	9	0.1	18	127	-3	2	3	-2
O=C(CCS(=O)(=O)c1ccccc1)Nc1nc2cc3c(cc2s1)OCO3	1.4	-7	0.2	-1	99	0	-4	1	2
COc1cc(/C=N/N2CCN(c3ccccc3OC)CC2)ccc1OC(C)=O	0.4	1	0.0	-2	103	1	5	7	-2
Cc1ccc(-c2noc(C3CCCN(C(=O)c4cccc(Cl)c4)C3)n2)o1 (stereo not given)	-0.7	-2	0.2	-8	94	3	-9	-4	1
Cc1ccc(NCc2nnc(SCC(=O)c3ccc4c(c3)OCCO4)o2)c(C)c1	-0.2	14	0.0	6	92	1	15	3	-2
CCc1ccc(NC(=O)CNCc2ccc(OC)c(OC)c2)cc1	-2.0	-8	0.9	-25	103	3	-7	-1	1
Cc1cccc(-n2ccnc2SCC(=O)O)c1C	-3.4	4	0.1	2	75	5	-3	3	0
O=C(COc1ccccc1)OCc1cc(-c2ccco2)on1	x	x	-0.2	2	112	x	4	3	1
CCCNC(=O)c1ccc(SC)cc1OC	-0.4	10	0.0	12	95	-2	3	9	1
CC[C@@H](C)[C@H](NC(=O)OC(C)(C)C)c1nnc(S(=O)(=O)Cc2cc(C)ccc2C)o1	2.2	-4	0.1	0	101	-8	2	5	-4
COc1ccc[nH]c1=O	1.0	12	-0.1	-6	90	-2	7	5	6
CN(C)CCN1C(=O)C(O)=C(C(=O)c2cc3ccccc3o2)C1c1cccc(Br)c1 (stereo not given)	1.0	5	-0.1	3	103	1	6	7	-1
CCOc1cc(C2C(C#N)=C(N)Oc3n[nH]c(-c4ccncc4)c32)cc([N+](=O)[O-])c1O (stereo not given)	-4.0	-11	0.2	-9	111	-2	3	5	3
CCCC(=O)N(CCN1CCOCC1)c1nc2c(OC)ccc(OC)c2s1	1.6	2	-0.2	0	89	3	1	4	4
CCCCCC(=O)Nc1cc(S(=O)(=O)N2CCOCC2)ccc1N1CCCC1	0.5	-5	0.2	3	90	-3	0	-2	0
COC(=O)[C@H](Cc1ccccc1)NC(=O)N(C)Cc1ccccc1	0.3	-9	0.1	-7	107	0	6	1	7
CCOC(=O)CC1C(C(=O)OCC)ON2OC(C(=O)OC)C(C(=O)OCC)C12 (stereo not given)	2.0	-13	-0.1	3	97	-6	-2	9	3
CC(C)CC(=O)Nc1ccc(Cc2ccncc2)cc1	0.4	4	0.1	-12	98	-2	-6	-3	13
COC(=O)CC(NC(=O)c1ccc(C)cc1)c1ccc2c(c1)OCO2 (stereo not given)	-3.5	-9	-0.3	-8	86	-3	2	0	9
CCOC(=O)C(Cc1c[nH]c2ccccc12)NC(=O)CNC(C)=O (stereo not given)	-2.3	1	-0.1	2	103	-1	10	5	2
O=C(c1ccc(Br)cc1)N1CCCC1	2.2	0	0.2	4	100	-1	4	0	5
COc1ccc2[nH]c(=O)c(-c3nnn(-c4ccccc4)n3)cc2c1	1.4	-12	x	-3	x	-2	-3	1	3
COC(=O)C(C)(N)Cc1ccc(O)cc1 (stereo not given)	x	3	0.3	7	100	4	-2	1	1
COc1ccc(OCCNC(=O)Nc2cc(F)c(F)cc2Cl)cc1	3.0	-4	0.1	-22	84	-1	5	1	10
Fc1ccc(NC(=S)NCc2cccs2)cc1	3.4	-6	0.6	1	91	1	9	3	8
CCOC(=O)c1[nH]nc(-c2cc(CC)c(O)cc2O)c1-c1cscn1	-11	7	-0.3	-5	89	5	-6	0	1
O=C(Nc1ccc(S(=O)(=O)N2CCCC2)cc1)C1CC(=O)N(c2ccccc2)C1 (stereo not given)	0.7	-2	0.6	-10	103	8	-21	-12	-3
COc1cc(NC(=O)CN2CCN(c3ccccc3O)CC2)c(C)cc1[N+](=O)[O-]	1.7	-9	0.3	-6	105	0	-3	-1	5
N#Cc1ccc(CN2CCN(C(=O)c3cc(C4CC4)nn3-c3ccccc3)CC2)cc1	x	x	0.5	-5	106	x	1	0	3

Another view of part of the listing above.
Values in the order: MEX-5 binding | EBNA-1 inh | Efflux pump inh | ZTA DNA inh | CR mimetic SO | Fam108B counter | MCL1 BIM primary | Bcl-xL primary | GLD-1 RNA inh
- COc1cccc(NS(=O)(=O)c2cc(C)ccc2OC)c1
  0.6 | 0 | 0.0 | 1 | 101 | 5 | 8 | -1 | -4
- COc1ccc2[nH]c(=O)c(-c3nnn(-c4ccccc4)n3)cc2c1
  1.4 | -12 | x | -3 | x | -2 | -3 | 1 | 3
- COCCNC(=O)COc1ccc(C)cc1C(=O)c1cc(C#N)c(=O)n(C2CC2)c1
  0.1 | -9 | 0.1 | -4 | 88 | -5 | 2 | 4 | -5

Next section:
SMILES	MEX-5 binding	EBNA-1 inh	Efflux pump inh	ZTA DNA inh	CR mimetic SO	Fam108B counter	MCL1 BIM primary	Bcl-xL primary	GLD-1 RNA inh
Cc1c(/C=N/NC(=O)c2sc3ccccc3c2Cl)cnn1C	-0.8	0	0.0	9	125	6	0	-2	1
Cc1nn(C)c(C(=O)Sc2ccccc2)c1[N+](=O)[O-]	0.8	0	0.0	-4	109	0	3	2	2
COc1ccc(/C=C(\C#N)C(=O)C(C)(C)n2cncn2)cc1	1.5	-5	0.1	-7	97	-6	-49	-34	-39
Nc1ncnc2nc(N3CCN(C(=O)c4ccccc4)CC3)[nH]c12	0.6	-12	-0.1	3	98	-3	-8	-1	11
CCc1ccc(C2CC(c3ccccc3)Nc3nc(N)nn32)cc1 (stereo not given)	0.5	8	-0.4	5	94	0	10	16	2
COc1ccc(Cl)cc1C(=O)Nc1nc2ccccc2[nH]1	-2.5	-4	0.0	4	92	-8	-1	2	-4
CN1CCN(/N=C/c2nc(-c3ccccc3)n3ccccc23)CC1	-2.3	-4	-0.1	11	94	2	6	1	-4
Cc1cccc(NC(=O)c2cnccn2)c1	2.6	-6	0.1	-3	99	-3	-4	-4	7
C=CCN1C(=O)C2(NC(=O)c3ccccc3N2)c2ccccc21 (stereo not given)	0.0	12	0.0	19	111	-1	0	5	5
O=C(C1CCCN(S(=O)(=O)c2cccc3nsnc23)C1)N1CCN(c2ccccn2)CC1 (stereo not given)	-0.6	-4	0.4	6	95	0	-6	16	-2
COCc1cc(C)nc2sc(C(=O)OC)c(N)c12	-7.8	-2	0.0	-16	102	0	-6	-5	3
CCCCNC(=O)c1cc2cc(CC)ccc2[nH]1	2.6	7	0.1	12	89	8	0	5	-1
CCOC(=O)N1C(=O)c2cc(OC)ccc2S1(=O)=O	-2.1	-2	0.0	10	97	-1	-2	1	4
COc1ccc(NC(=O)c2cccc(N3C(=O)C4C5C=CC(C6CC56)C4C3=O)c2)cc1 (stereo not given)	4.2	10	0.1	10	99	-4	-1	2	-5
O=C(c1cccc(OC2CCN(Cc3cc(F)cc(F)c3)CC2)c1)N1CCCC1	-2.7	8	-0.1	-1	79	-3	2	2	0
O=c1[nH]c2ccccc2n1CCCSCCCn1c(=O)[nH]c2ccccc21	1.4	-9	0.0	-8	92	-2	12	9	1
O=C(Nc1ccccc1Cc1ccccc1)c1ccccc1F	1.6	-4	0.1	-6	99	1	-5	2	-1
NNc1nc2c(Cl)cccc2s1	1.8	-2	0.2	1	96	7	7	6	-3
O=c1[nH]c(C2CCN(S(=O)(=O)Cc3ccccc3)CC2)nc2c1nnn2Cc1ccccc1	1.4	-1	0.0	11	82	2	-3	-2	7
C(=N\Nc1nc(N2CCOCC2)nc(N2CCOCC2)n1)/c1cccnc1	0.7	-2	-0.2	-4	105	0	-2	0	7
Cc1cc(C)n(CCO)c(=O)n1	-0.5	7	-0.2	7	108	-2	7	5	6
Cc1nc2nc(C)c(CCC(=O)NC3CCCCC3)c(C)n2n1	0.5	-3	0.1	1	91	-1	7	4	-3
COCCn1nnnc1C1(N(Cc2cc3cc(C)ccc3[nH]c2=O)CC2CCCO2)CCN(C)CC1 (stereo not given)	x	5	0.0	-1	86	2	3	6	23
Cc1cc(F)ccc1S(=O)(=O)Nc1ccccc1C(=O)Nc1ccccc1N1CCOCC1	0.9	5	0.0	8	97	0	-1	3	3
CC(=O)c1ccc(NC(=O)Nc2sc(NS(=O)(=O)c3ccccc3)nc2C)cc1	-2.8	2	-0.1	4	98	9	14	6	7
Cn1cc([C@@H]2C[C@H]3CN(C4CCCC4)C(=O)[C@]34CCCN24)c(-c2ccccc2)n1	-0.4	9	0.0	11	110	-1	4	9	-1
COc1cccc2c(=O)n(CC(=O)N3CCC(C)CC3)ccc12	-4.8	5	0.0	20	89	2	1	4	6
CCN(CC)C(=O)c1cn(CCC#N)nc1-c1ccc2ccccc2c1	0.6	4	0.1	8	103	-1	11	3	-2
O=C(Cn1[nH]c(=O)c2ccccc2c1=O)NNC(=O)c1ccccc1	-1.6	-1	0.0	12	111	-4	0	-1	-3
O=C(CCC(=O)N1CCOc2ccccc21)Nc1cc(F)ccc1F	-2.2	9	-0.2	-4	92	-1	2	2	4
CNC(=O)c1[nH]nc2c1CCc1ccccc1-2	-2.2	4	-0.2	-10	97	3	-2	5	-1
COc1ccc(C(=O)CSc2nnc(-c3cc(C)on3)o2)cc1	-3.1	-10	-0.2	-1	88	-1	1	2	-1
COc1ccc(CNC(=O)CCC(=O)c2ccccc2)cc1	x	x	-0.1	-5	87	x	-2	1	-3
CC(C)(C)[C@@H]1C=C(C(=O)N2CCN(Cc3ccccc3)CC2)O[C@H](OCc2ccc(CO)cc2)C1	2.3	2	x	-10	x	-1	1	6	5
C=CCNC(=S)N1CCN(CCN=CC2=C(O)CC(c3cccs3)CC2=O)CC1 (stereo not given)	3.4	2	0.0	-12	110	-1	5	8	3
